TRb-SRC2 inh – TRbeta-SRC2 interaction inhibition; Potency, µM (titrated, usually from 106 µM), without a hit: at the highest dose activity change, negative = inhibition, usual class: inhibitors; 0.065% of 280,000 active; TRbeta-SRC2 peptide binding, fluorescence polarization; receptor liganded with 1 µM T3; AID 1469; P10828;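 note: plate controls were bound peptide for no effect and peptide without receptor for full effect; nearly all actives have a fitted effect of over 50% in size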
Target sequence (P10828 whole entry, looked up): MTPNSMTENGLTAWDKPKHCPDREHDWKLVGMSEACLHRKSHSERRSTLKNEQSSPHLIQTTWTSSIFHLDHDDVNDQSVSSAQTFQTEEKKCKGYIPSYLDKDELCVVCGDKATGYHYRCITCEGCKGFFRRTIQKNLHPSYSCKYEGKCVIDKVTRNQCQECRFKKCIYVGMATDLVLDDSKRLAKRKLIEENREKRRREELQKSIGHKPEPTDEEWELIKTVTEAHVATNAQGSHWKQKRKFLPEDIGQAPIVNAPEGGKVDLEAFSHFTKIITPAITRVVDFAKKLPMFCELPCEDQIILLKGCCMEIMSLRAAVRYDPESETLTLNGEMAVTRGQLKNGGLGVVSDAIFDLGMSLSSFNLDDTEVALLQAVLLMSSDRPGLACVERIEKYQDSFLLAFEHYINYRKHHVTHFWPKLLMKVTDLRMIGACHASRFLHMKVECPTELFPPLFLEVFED
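Assay buffer: 20 mM Tris-HCl, 100 mM NaCl, 10% glycerol, 1 mM EDTA, 0.01% NP-40, 1 mM DTT, 1 uM T3, 5% DMSO; TRb LBD 0.6 uM, Texas Red SRC2 20 nM; FP after 5 hr.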
TR SRC2 fluor cs – counter-screen for TRb-SRC2 inhibitors: fluorescence interference. Potency, µM (titrated, usually from 106 µM), without a hit: at the top dose fluorescence change, negative = quenching. TRb/SRC2 Texas Red total fluorescence interference. 0.29% of 280,000 active. AID 1479; active = well fitted curve in either direction with a large enough effect; inconclusive = small, poorly fitted or top-dose-only effect
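Human TRb ligand-binding domain at 0.6 uM with 20 nM Texas Red SRC2 peptide in Tris buffer containing 1 uM T3 and 5% DMSO, incubated with compound 5 h at ambient temperature. Total fluorescence (555/632 nm) calculated as parallel + 2 × perpendicular.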
GAA glycogen mod – alters human alpha-glucosidase cleavage of glycogen | P10253 | recombinant GAA, glycogen substrate, Amplex Red glucose oxidase fluorescence | Potency, µM (series often up to 76.4 µM), for the others: at the top dose activity change, negative = inhibition, usual class: inhibitors | 0.38% of 300,000 active | AID 2100;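 note: 0% = full enzyme reaction and -100% = no-enzyme basal signal; the screen sought inhibitors and activators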
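qHTS, 1536-well; enzyme 4 nM final; cpd up to 77 uM; substrate bovine liver glycogen 30 ug; 50 mM citrate/phosphate pH 5.0, 0.01% Tween-20; 37 C, 40 min; Amplex Red detection 45 min RT; Hill fit → AC50.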
Active calls of the source: *; ? = inconclusive; . = no result given; & = joins results of further samples; [ ] = remark or other dose. Unless noted, calls come from the whole dose curve; as a rule, active = well fitted curve in the direction sought with a large enough effect; inconclusive = small, poorly fitted or top-dose-only effect, or another doubt; inactive = no such curve, though single readings can be large; an effect the other way counts as inactive or inconclusive. Unless noted, % is set by controls: 0 for no effect and ±100 for the full control effect; potency is the fitted concentration of half-maximal effect. A portion of the library (hit frequency here may not be typical).

structure	TRb-SRC2 inh	GAA glycogen mod	TR SRC2 fluor cs
Cc1ccccc1Cn1c(=O)n(CCc2ccccc2)c(=O)c2sc3ccccc3c21	-5%	-7%[76.3 µM]	-1%
Cc1ccc2c(c1)-c1ncc(C(=O)c3ccccc3O)cc1CO2	6%	-3%[76.3 µM]	4%
COc1ccc(C2(CNC(=O)C(=O)Nc3ccc(F)cc3)CCCC2)cc1OC	-2%	13%[76.3 µM]	-2%
COc1cc(C(=O)N2CCN(C(=O)COc3cccc(C)c3)CC2)cc(OC)c1OC	6%	9%[76.3 µM]	-2%
CC(C)CC(=O)Nc1ccc2nc(SCC(=O)N3CCc4ccccc43)sc2c1	2%	14%[76.3 µM]	-6%
Cc1c(CNCCCc2ccccc2)c(C(=O)O)c(C)n1Cc1ccc(Cl)cc1	0%	11%[76.3 µM]	0%
CCOc1ccc(N(C(=O)c2ccc(C)cc2)S(=O)(=O)c2ccc3c(c2)n(C)c(=O)n3C)cc1	3%	-19%[76.3 µM]	-1%
CCOC(=O)c1[nH]c2c(c1Cc1ccccc1)C(=O)CC(c1ccccc1)C2 (stereo unspecified)	4%	7%[76.3 µM]	0%
O=C(NCC(c1cccnc1)N1CCN(c2ccccc2F)CC1)C(=O)Nc1ccc(F)cc1F (stereo unspecified)	4%	-3%[76.3 µM]	-11%
Cc1ccc(C)c(Cn2c(=O)n(Cc3ccco3)c(=O)c3oc4ccccc4c32)c1	0%	-9%[76.3 µM]	-3%
Cc1cc(Br)ccc1NC(=O)C1CCN(S(=O)(=O)c2cccc3nsnc23)CC1	-3%	1%[76.3 µM]	0%
CCOc1ccc(CCNC(=O)CCCn2nc(C)c3sc4ccccc4c3c2=O)cc1	-5%	5%[76.3 µM]	-2%
COC(=O)c1ccccc1NC(=O)c1cc(-c2ccc(Cl)cc2)on1	-4%	-4%[76.3 µM]	-6%
Cc1ccc(-n2c(=O)[nH]c3sc4c(c3c2=O)CCCC4)cc1	-4%	-5%[76.3 µM]	0%
COC(=O)c1cc(S(=O)(=O)N2CCN(c3cc(Cl)ccc3C)CC2)c[nH]1	2%	5%[76.3 µM]	-1%
CCc1nn(CC(=O)N2CCN(c3cccc(C)c3)C(C)C2)c(=O)c2cc3sccc3n12 (stereo unspecified)	3%	-12%[76.3 µM]	6%
COC(=O)c1c(NC(=O)CCCOc2ccccc2)sc2c1CCC(C)C2 (stereo unspecified)	7%	-15%[76.3 µM]	-1%
COc1cccc(C(=O)Nc2nc3nc(C)c(Cc4ccccc4)c(=O)n3[nH]2)c1	-5%	0%[76.3 µM]	0%
O=C(Nc1cccc(C(F)(F)F)c1)c1cc(-c2ccc(Cl)cc2)on1	-1%	-5%[76.3 µM]	3%
O=C(Cn1c(-c2cccs2)cc2ccccc21)NCCCN1CCN(c2cccc(Cl)c2)CC1	2%	-16%[76.3 µM]	1%
CN1CCN(c2ccc(-c3nc(-c4ccccc4)no3)cc2[N+](=O)[O-])CC1	1%	12%[76.3 µM]	-2%
COc1ccc(-c2cc(C(F)(F)F)n3nc(C(=O)NCC45CC6CC(CC(C6)C4)C5)cc3n2)cc1OC	?	5%[76.3 µM]	-84%[53 µM]
CCOC(=O)c1c(C)oc2ccc(N(C(=O)Oc3ccccc3)S(=O)(=O)c3ccccc3)cc12	-1%	-5%[76.3 µM]	5%
Cn1c(=O)n(C)c2cc(NS(=O)(=O)c3ccc(F)cc3)c(NCc3ccccc3)cc21	-7%	.	-2%
CCOC(=O)c1cccc(NC(=O)C(Cc2ccccc2)NS(=O)(=O)c2cccc3nsnc23)c1 (stereo unspecified)	-5%	-11%[76.3 µM]	0%
CCOC(=O)C1=C(C)NC(=O)NC1c1cn(-c2ccccc2)nc1-c1ccc(OC(C)C)cc1 (stereo unspecified)	13%	-15%[76.3 µM]	-2%
CC1=C(c2ccc(C)cc2)S(=O)(=O)NC1=NCCCN1CCN(c2cc(C)ccc2C)CC1	-1%	-13%[76.3 µM]	-1%
Cc1cc(=O)oc2c3c(ccc12)OCN(Cc1ccc(Cl)cc1)C3	-3%	-13%[76.3 µM]	6%
CCc1ccc(CN(C(=O)c2cc(=O)c3ccc(C)cc3o2)C2CCS(=O)(=O)C2)cc1 (stereo unspecified)	2%	12%[76.3 µM]	3%
Cc1cc(C)c2c(=O)cc(C(=O)Nc3ccc(C)c(Cl)c3)oc2c1	-7%	-4%[76.3 µM]	-72%

Single records, as listed above. Values in the order: TRb-SRC2 inh	GAA glycogen mod	TR SRC2 fluor cs
CCOC(=O)c1cccc(NC(=O)C(Cc2ccccc2)NS(=O)(=O)c2cccc3nsnc23)c1 (stereo unspecified) across the screens: -5%	-11%[76.3 µM]	0%
CCc1ccc(CN(C(=O)c2cc(=O)c3ccc(C)cc3o2)C2CCS(=O)(=O)C2)cc1 (stereo unspecified) across the screens: 2%	12%[76.3 µM]	3%
Cc1cc(=O)oc2c3c(ccc12)OCN(Cc1ccc(Cl)cc1)C3 across the screens: -3%	-13%[76.3 µM]	6%
O=C(Cn1c(-c2cccs2)cc2ccccc21)NCCCN1CCN(c2cccc(Cl)c2)CC1 across the screens: 2%	-16%[76.3 µM]	1%
CCOC(=O)C1=C(C)NC(=O)NC1c1cn(-c2ccccc2)nc1-c1ccc(OC(C)C)cc1 (stereo unspecified) across the screens: 13%	-15%[76.3 µM]	-2%

Carrying on.
structure	TRb-SRC2 inh	GAA glycogen mod	TR SRC2 fluor cs
CC(C)c1ccc(NC(=O)N2c3ccccc3Sc3ccccc32)cc1	10%	-11%[76.3 µM]	-1%
Cc1ccc(C(=O)Nc2nc3nc(C)cc(=O)n3[nH]2)cc1	-1%	2%[76.3 µM]	-3%
O=C(Cn1cc(SCc2ccc(C(F)(F)F)cc2)c2ccccc21)N1CCOCC1	6%	-17%[76.3 µM]	0%
CCc1ccc(-n2nnc(-c3nc(-c4ccc(C)cc4)no3)c2N)cc1	-6%	-14%[76.3 µM]	-1%
Cc1nc(-n2nc(C)c(Cc3ccc(Cl)cc3)c2C)sc1C(=O)N1CCCCC1C (stereo unspecified)	-22%	3%[76.3 µM]	17783µM*[quencher]
COC(=O)c1ccccc1NC(=O)c1cc2nc(-c3ccc(OC)cc3)cc(C(F)(F)F)n2n1	8%	14%[76.3 µM]	-19%
CCOc1ccc(C(=O)c2oc3ccccc3c2NC(=O)Cc2coc3ccc(CC)cc23)cc1	-5%	-14%[76.3 µM]	4%
CC(=O)N1CCc2c(sc3c2c(=O)n(-c2cc(Cl)ccc2C)c(=O)n3Cc2ccccc2F)C1	3%	-6%[76.3 µM]	9%
COc1ccc(C2C(C(=O)Nc3cccnc3)=C(C)Nc3nc(-c4ccccc4)nn32)cc1OC (stereo unspecified)	2%	-2%[76.3 µM]	3%
CSc1cccc(NC(=O)C(c2ccccc2)N2Cc3ccccc3C2=O)c1 (stereo unspecified)	-5%	1%[76.3 µM]	-16%
COc1ccccc1CCNC(=O)Cc1c(C)c2c(O)cc(C)cc2oc1=O	3%	11%[76.3 µM]	5%
Cn1c(=O)oc2cc(S(=O)(=O)N3CCC(C(=O)Nc4ccc(F)c(Cl)c4)CC3)ccc21	-3%	-9%[76.3 µM]	0%
O=C(NCc1ccccc1)c1nc(S(=O)(=O)Cc2ccccc2)ncc1Cl	-1%	-17%&-10%[76.3 µM]	0%
Cc1ccc(C)c(N2CCN(C(=O)C3CCCN(S(=O)(=O)c4cccc5nsnc45)C3)CC2)c1 (stereo unspecified)	-1%	-8%[76.3 µM]	-2%
COc1ccc(S(=O)(=O)N2CCN(Cc3ccc4c(c3)OCO4)CC2)cc1OC	4%	-4%[76.3 µM]	-7%
Cc1ccc([N+](=O)[O-])cc1NC(=O)CN(c1ccccc1)S(=O)(=O)N(C)C	0%	7%[76.3 µM]	-22%
Cc1ccc2c(c1)c(=O)c1ccccc1n2CCCC(=O)Nc1ccc(F)cc1F	-5%	-8%[76.3 µM]	-43%
COc1ccccc1CNC(=O)C1CCN(S(=O)(=O)Cc2ccccc2)CC1	4%	-6%[76.3 µM]	-1%
CCOc1ccc(NC(=O)C2CCN(S(=O)(=O)c3c(C)noc3/C=C/c3ccco3)CC2)cc1	-3%	-7%[76.3 µM]	-1%
O=C(Nc1cccc(C(F)(F)F)c1)c1cccc(C(=O)Nc2cccc(C(F)(F)F)c2)c1	-2%	-2%[76.3 µM]	-9%
Cc1ccc(C(=O)CSc2nc(-c3ccccc3)nc3c2CCCC3)cc1C	-3%	2%[76.3 µM]	-2%
Cc1ccc(N2CCn3c2nc2c3c(=O)n(CCc3ccccc3)c(=O)n2C)cc1C	-7%	12%[76.3 µM]	0%
COc1ccc(-c2nc3ccccc3n2Cc2ccc(Cl)cc2)cc1	3%	-7%[76.3 µM]	-2%
O=C(CSc1nc(-c2cccc(F)c2)[nH]c1-c1ccccc1)Nc1ccc2c(c1)OCO2	2%	-11%[76.3 µM]	-2%
Cc1cc(C)cc(OCC(=O)Nc2nc(-c3ccc(F)cc3)ns2)c1	2%	1%[76.3 µM]	-1%
CCc1nc2ccccc2n2c(-c3ccccc3)c3c(=O)n(C)c(=O)n(C)c3c12	-1%	-22%[76.3 µM]	0%
COc1cccc(-c2nc(CS(=O)(=O)CC(=O)NCCCc3ccccc3)c(C)o2)c1	-6%	9%&-5%[76.3 µM]	1%
CCOC(=O)c1ccccc1NC(=O)N1CC(C)Oc2ccc(C)cc21 (stereo unspecified)	-2%	8%[76.3 µM]	-16%
CCOc1ccc2nc(N3CCCC(C(=O)NCCc4ccc(C)cc4)C3)sc2c1 (stereo unspecified)	-5%	11%[76.3 µM]	?
COCc1cc(C)nc2sc3c(c12)NC(c1ccccc1C(=O)O)N(c1cccc(C(F)(F)F)c1)C3=O (stereo unspecified)	-2%	?	-5%
CC(C)(C)C1CCc2c(sc(NC(=O)c3cccc(Cl)c3)c2C(N)=O)C1 (stereo unspecified)	2%	0%[76.3 µM]	-2%
CCc1nnc(SCc2ccc(OC)cc2)c2cc3sc(C)cc3n12	5%	-5%[76.3 µM]	-2%
CCCCn1cnc2cc(NC(=O)c3cc(OC)c(OC)c(OC)c3)ccc21	-7%	-10%[76.3 µM]	-27%
COc1ccc(C(=O)Nc2ccc(-c3cc4ccccc4oc3=O)c(C)c2)cc1OC	-10%	-6%[76.3 µM]	5%
Cc1cc(C)cc(N(CC(=O)NCCc2ccc(Cl)cc2)S(=O)(=O)c2c(C)noc2C)c1	-11%	11%[76.3 µM]	1%
Cc1oc(-c2ccccc2F)nc1CS(=O)(=O)CC(=O)N1CCN(c2ccc(Cl)cc2)CC1	0%	-9%[76.3 µM]	?
CCN(CC)c1ccc(-c2nc(-c3ccco3)no2)cc1[N+](=O)[O-]	-1%	11%[76.3 µM]	1%
COc1ccc(C)cc1NC(=O)N1CCC(CN2CCOCC2)CC1	-6%	12%[76.3 µM]	?
CCOC(=O)CC(NC(=O)CCc1c(C)nc2c(-c3ccccc3)c(C)nn2c1C)c1ccc(OC(C)C)cc1 (stereo unspecified)	2%	7%[76.3 µM]	-16%
Cc1ccc(C(=O)Nc2ccc(-c3nc4ccccc4s3)cc2C)cc1C	6%	2%[76.3 µM]	-4%
CCN(c1ccc(C)cc1)S(=O)(=O)c1nnc(NC(=O)C2CCCCC2)s1	-7%	-2%[76.3 µM]	12%
CC(C)CCNC(=O)c1ccc2c(c1)NC(=O)C(C(C)C)N2 (stereo unspecified)	2%	?	?
COc1ccc(CNC(=O)Nc2cn(CC(C)C)c(=O)c3ccccc23)c(OC)c1	5%	-11%[76.3 µM]	1%
CSc1nnc(NC(=O)c2cc(=O)c3cc(C)c(C)cc3o2)s1	-1%	5%[76.3 µM]	8%
CCN(C(=O)c1cn(CC)c(=O)c2cc(OC)c(OC)cc12)c1ccccc1F	3%	14%[76.3 µM]	-1%
CCOc1ccccc1NC(=O)c1c(NC(=O)Cc2ccc(OC)cc2)sc2c1CCC2	-5%	-16%[76.3 µM]	6%
